Assay outcomes (PubChem)
Sm TGR block – inhibitors of Schistosoma mansoni thioredoxin glutathione reductase. Q962Y6. purified TGR, DTNB reduction, TNB absorbance 405 nm. Potency, µM (doses to about 114 µM), inactives show at the highest dose activity change, negative = inhibition, usual class: inhibitors. 360,000 compounds, 3% hits. AID 485364; note: nearly all actives have a fitted effect of over 60% in size
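First, TGR (20 nM dispensed) and NADPH were mixed with compound. Second, a 15 min room-temperature incubation followed. Third, further NADPH and then DTNB were added to start the reaction. Finally, TNB absorbance was monitored kinetically.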
HCV inhibitor – blocks hepatitis C virus. Huh7.5.1 HCVcc-Cre infection, luciferase reporter, 44 h. Potency, µM (top dose mostly 41.8 µM), inactives show at the highest dose activity change, negative = inhibition, hits mostly inhibitors. 340,000 compounds, 3.4% hits
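A cell-based infection assay in which seeded cells (1,000 per well) receive test compound after 4 h, are inoculated with HCVcc-Cre at approximately 0.5 moi, and are incubated 44 h before luminescence detection.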
Tb PYK inh – T. brucei pyruvate kinase inhibition. TbPYK enzyme, Kinase-Glo Plus ATP luminescence, 45 min. Potency, µM (highest dose often 76.8 µM), without a hit: at the top dose activity, negative = inhibition, usual class: inhibitors. 410,000 compounds, 0.12% hits. AID 624173; note: nearly all actives have a fitted effect of over 50% in size
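Luminescence from Kinase-Glo Plus, added after a 45-minute room-temperature reaction, served as the end-point read-out. The enzyme and substrate were preincubated with compound before ADP (130 uM final) initiated turnover. Concentration-effect curves came from normalized qHTS data.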
Pf growth 96h – P. falciparum growth inhibition at 96 hour, primary screen for plastid delayed-death inhibitors; Potency, µM (top dose mostly 28.7 µM), inactives show top-dose activity change, negative = inhibition, most hits filed as inhibitors; 320,000 compounds, 6.9% hits; P. falciparum luciferase reporter growth, 96 h
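Two-generation exposure (96 h) targets delayed-death phenotype. Reporter parasites carrying integrated firefly luciferase, in red cells at 2% hematocrit and 0.05% parasitemia final, kept at 37 C, 5% CO2; luminescence loss indicates inhibition.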
LmPK inhibitor – LmPK (Leishmania mexicana) enzyme inhibition; Q27686; purified LmPK, Kinase-Glo ATP luminescence, 1 h; Potency, µM (doses to about 57.5 µM), inactives show at the top dose activity change, negative = inhibition, most hits filed as inhibitors; 290,000 compounds, 0.37% hits; AID 1721
Target sequence (Q27686 whole entry, looked up): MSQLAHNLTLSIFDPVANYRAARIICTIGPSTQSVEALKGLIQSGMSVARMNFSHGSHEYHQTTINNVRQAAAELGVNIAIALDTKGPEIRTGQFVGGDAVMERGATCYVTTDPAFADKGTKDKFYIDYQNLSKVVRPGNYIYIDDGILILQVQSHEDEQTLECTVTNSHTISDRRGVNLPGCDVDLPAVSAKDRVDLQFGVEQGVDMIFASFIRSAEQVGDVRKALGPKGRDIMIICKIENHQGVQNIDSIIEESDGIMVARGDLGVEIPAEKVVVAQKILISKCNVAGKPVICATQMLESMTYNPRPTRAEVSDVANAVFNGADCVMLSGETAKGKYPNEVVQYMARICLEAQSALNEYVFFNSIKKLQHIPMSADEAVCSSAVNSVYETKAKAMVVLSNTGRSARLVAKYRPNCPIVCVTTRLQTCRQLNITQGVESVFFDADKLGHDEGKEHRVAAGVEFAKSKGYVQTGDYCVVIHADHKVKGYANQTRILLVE
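Screened at intermediate enzyme activity to detect both inhibitors and activators: LmPK at 0.1 nM, with a 0.5 nM enzyme column as activation reference. PEP 0.5 mM, ADP 0.1 mM; ATP detected by luminescence after 1 h.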
Pf growth 48h – P. falciparum growth inhibition at 48 hours (one generation); P. falciparum luciferase growth in erythrocytes, 48 h; 310,000 compounds, 5.9% hits; Potency, µM (doses to about 28.7 µM), for the others: top-dose activity change, negative = inhibition, usual class: inhibitors
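Compounds are pin-transferred into medium, infected erythrocytes (2% hematocrit, 0.1% parasitemia final) are added, and plates sit one parasite generation at 37 C in 5% CO2. Detection reagent is then added and luminescence measured.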
* hit, by the source's call; ? = inconclusive; . = not tested or not shown; [ ] = another dose, or the depositor's remark. Calls come from the whole dose curve; as a rule, active = well fitted curve in the direction sought with a large enough effect; inconclusive = small, poorly fitted or top-dose-only effect, or another doubt; inactive = no such curve, though single readings can be large; an effect the other way counts as inactive or inconclusive. % is set by controls: 0 for no effect and ±100 for the full control effect; potency is the fitted concentration of half-maximal effect.

SMILES	Sm TGR block	HCV inhibitor	Tb PYK inh	Pf growth 96h	LmPK inhibitor	Pf growth 48h
O=C(c1ccc(COc2ccccc2Cl)o1)N1CCCC1	?	-26%	0%	?	-6%	-4%
Cn1c(=O)c(=O)n(C)c2cc(S(=O)(=O)N3CCOCC3)ccc21	10%	14%	-11%	?	3%	6%
CC(C)c1ccccc1NC(=O)CCCC(=O)O	1%	-5%	4%	.	1%	-6%
COc1ccc(-c2noc(=O)n2Cc2ccc(F)cc2Cl)cc1	9%	-7%	0%	20%	-6%	4%
Nc1nc(COc2ccc(Cl)cc2)cs1	4%	-19%	-1%	129%[activator]	-6%	132%[activator]
COc1cccc(-n2c(SCC#N)nnc2-c2cnccn2)c1	2%	30%	-22%	.	3%	10%
C=CCOc1ccc(C2/C(=C(/O)c3ccc4c(c3)CC(C)O4)C(=O)C(=O)N2CCCN2CCOCC2)cc1 (stereo not given)	0%	-19%	1%	?	-1%	-26%
O=[N+]([O-])c1cccc(S(=O)(=O)NCCNS(=O)(=O)c2cccc([N+](=O)[O-])c2)c1	.	.	-10%	?	.	?
Cc1cc(Br)ccc1NC(=O)C1CCN(S(=O)(=O)c2cnc[nH]2)CC1	-11%	4%	-12%	90%[activator]	0%	-14%
COc1cc(-c2ccccc2)nc(N)n1	-2%	3%	3%	3.3µM*	-9%	.
CN(Cc1ccccc1)C(=O)CCCn1c(=O)c2cccn2c2cccnc21	-6%	-11%	2%	-17%	-2%	?
S=c1nc(NCCc2ccccc2Cl)c2ccccc2[nH]1	-8%	?	-2%	-7%	-6%	-36%
CCOC(=O)c1cc(=O)c2ccc(OCc3ccccc3)cc2o1	-21%	24%	-6%	27%	-4%	31%[activator]
CCC(=O)N1c2ccc(S(=O)(=O)N3CCCC3)cc2CC1C (stereo not given)	-22%	?	0%	-6%	-3%	-12%
CCN(C(=O)COC(=O)c1cc(=O)c2ccccc2o1)c1c(N)n(Cc2ccccc2)c(=O)[nH]c1=O	-9%	19%	-16%	?	.	?
COC(=O)c1cc2occc2n1Cc1ccc(Cl)cc1	0%	9%	-11%	16%	-5%	.
CC(C)C(NC(=O)C(NC(=O)C1O[C@@H]2OC(C)(C)O[C@@H]2[C@H]2OC(C)(C)O[C@@H]12)C(C)C)C(=O)O (stereo not given in full)	-3%	21%	3%	-27%	-3%	18%
CC(C)Cc1nc2oc3c(Cl)ncnc3c2c2c1CCCC2	?	-15%	0%	?	12%	-20%
N#CCCN1CCN(Cn2c3ccccc3c3ccccc32)CC1	-35%	-5%	-4%	112%[activator]	1%	21%
O=C(NCc1ccco1)c1nc2nc(-c3cccs3)cc(C(F)(F)F)n2n1	32µM*	-27%	-14%	-2%	12%	-15%
Cc1ccc(S(=O)(=O)N2CCCCC2)cc1NC(=O)CSc1ncnc2ccccc12	0%	?	-7%	0%	-2%	-84%
COc1ccccc1-c1n[nH]c(=S)o1	-2%	4%	-9%	.	0%	-9%
Cc1ccc(-c2nnc(-c3cccs3)o2)cc1	.	18%	0%	-6%	?	90%[activator]
Cc1ccc2cc(CCNC(=O)c3ccc(C)c([N+](=O)[O-])c3)c(=O)[nH]c2c1	-11%	-19%	-13%	4.7µM*	1%	?
Cc1cccc(CNc2ncnc3ccc(-c4cccc(Cl)c4)cc23)c1	-16%	.	.	4.1µM*	.	6.6µM*
COc1ccccc1C(=O)NC(=O)COC(=O)c1cccc(OC(F)F)c1	-1%	1%	1%	5%	.	-17%
O=C(O)C1CCN(C(=O)COc2ccc(Br)cc2)CC1	1%	11%	4%	-15%	5%	-7%
Cc1ccc2c(c1)C1CN(C)CCC1N2C(=O)Nc1cccc(C(F)(F)F)c1 (stereo not given)	-21%	?	-2%	.	6%	9.3µM*
O=c1[nH]n(-c2ccc(Cl)cc2)c(=O)c(Cl)c1Cl	7.1µM*	10%	1%	33%[activator]	15%	-2%
CCc1nc2nc(C)c(NS(=O)(=O)c3ccc(Cl)cc3)c(=O)n2[nH]1	-6%	7%	-3%	9%	0%	42%
COc1ccc(C(=O)CSc2nnc(C3CC3)n2N)cc1	3%	21%	-3%	-12%	3%	.
CCN1C(=O)c2ccccc2S(=O)(=O)c2ccc(C(=O)NCC(OC)OC)cc21	6%	12%	2%	7%	2%	-5%[0.00184 µM]
CCN(CC)S(=O)(=O)c1cc(F)ccc1OC	0%	6%	2%	?	0%	11%
Cc1cn2nc(N)c3ccccc3c2n1	-4%	-18%	0%	92%[activator]	5%	8%
C=CCNC(=O)CN1CCN(Cc2ccc3c(c2)OCO3)CC1	-22%	3%	-2%	3%	1%	20%
Cc1cccc(NC(=O)COC(=O)CCc2c[nH]c3ccccc23)c1C	-2%	-4%	-4%	?	.	13µM*
C=CCn1c(SCC(=O)Nc2cc(NC(C)=O)ccc2OC)nnc1-c1cccnc1	4%	7%	0%	?	3%	-19%
Cc1ccc(-n2c(=O)c3sccc3n(CC(=O)NC3CCCC3)c2=O)cc1	7%	29%	64%[activator]	24%	-3%	21%
O=C(O)CC(SCC(=O)Nc1ccccc1)C(=O)O (stereo not given)	-2%	13%	6%	12%	-4%	36%[activator]
CC(=O)c1ccc(Nc2cc(C)nc3ncnn23)cc1	5%	19%	-1%	-14%	-1%	?
CN1CCN(C2=C(Cl)C(=O)N(c3ccc(Cl)c(Cl)c3)C2=O)CC1	?	-19%	-5%	63%[activator]	7%	2%
CCOc1ccc(CNC(=O)C(C)n2nc(C)c3c(C)n(-c4ccccc4)nc3c2=O)cc1 (stereo not given)	-27%	-29%	6%	-6%	-7%	?
Cc1nc(-c2cc(C#N)c(=O)[nH]c2C)cs1	3%	5%	-10%	19%	-4%	3%
COc1cccc(-c2csc(N3CCN(C(=S)Nc4cccc(C)c4)CC3)n2)c1	.	?	-1%	?	0%	?
N#CCSc1nc2ccccc2c(=O)n1CCC(=O)NC1CCCCC1	8%	-7%	2%	66%[activator]	-5%	-8%
COc1cccc(-c2nc(CS(=O)(=O)CC(=O)Nc3ccccc3Cl)c(C)o2)c1	?	13µM*	0%	-24%	-6%	8%
Cn1c(N)c(C(=O)NCc2ccccc2Cl)sc1=S	-10%	-10%	-2%	.	-1%	0%
CS(=O)(=O)N1CCC(C(=O)NCc2ccc3c(c2)OCO3)CC1	14%	22%	6%	2%	7%	47%[activator]

Ordered by molar mass (largest number first): three of the compounds above
SMILES	Sm TGR block	HCV inhibitor	Tb PYK inh	Pf growth 96h	LmPK inhibitor	Pf growth 48h
COc1cccc(-c2nc(CS(=O)(=O)CC(=O)Nc3ccccc3Cl)c(C)o2)c1	?	13µM*	0%	-24%	-6%	8%
CN1CCN(C2=C(Cl)C(=O)N(c3ccc(Cl)c(Cl)c3)C2=O)CC1	?	-19%	-5%	63%[activator]	7%	2%
N#CCSc1nc2ccccc2c(=O)n1CCC(=O)NC1CCCCC1	8%	-7%	2%	66%[activator]	-5%	-8%

(cont.)
SMILES	Sm TGR block	HCV inhibitor	Tb PYK inh	Pf growth 96h	LmPK inhibitor	Pf growth 48h
CCn1cc(/C=C/c2cc[n+](C)cc2)c2ccccc21	-21%	2.5µM*	-17%	0.21µM*	0%	0.37µM*
O=C(NC(NCC1CCCO1)C(Cl)(Cl)Cl)c1cccc2ccccc12 (stereo not given)	0%	-22%	0%	-17%	11%	?
CN(C)c1ccc(NC(=O)COC(=O)CNC(=O)c2cccs2)cc1	-16%	1%	0%	12%	.	-14%
Cc1ccccc1CNC(=O)C(=O)Nc1nccs1	2%	1%	2%	12%	-2%	12%
O=C(O)C1CC=CCC1C(=O)NC1CCCCC1 (stereo not given)	12%	20%	1%	38%[activator]	-6%	0%
COc1ccc(N2CC(C(=O)OCC(=O)Nc3ccccc3C)CC2=O)cc1 (stereo not given)	4%	9%	0%	-7%	4%	?
NC(=O)COC(=O)c1ccc(Cl)c(S(=O)(=O)N(Cc2ccccc2)c2ccc(Cl)cc2)c1	-3%	-3%	-1%	?	0%	-2%
O=C(C1CC1)N1CCc2cc(Br)cc(S(=O)(=O)NCCCN3CCCCC3)c21	-5%	11%	-4%	0%	-5%	-7%
CCC(=O)N1N=C(c2c(O)n(C)c(=O)n(C)c2=O)CC1c1ccccc1 (stereo not given)	10%	?	9%	?	-8%	?
Cc1nnc2sc(SCc3ccc(Cl)cc3)nn2c1=O	-23%	9%	-10%	1µM*	-5%	?
CCCOC(=O)c1ccc(NC(=O)c2cn(CC)c3nc(C)ccc3c2=O)cc1	-26%	.	.	6%	-3%	?
O=C(COc1cc(Cl)c(Cl)cc1Cl)NC(=O)NC1CCCC1	-4%	3%	2%	-14%	7%	.

Some of the entries so far, as labelled records.
CC(C)c1ccccc1NC(=O)CCCC(=O)O
  Sm TGR block = 1%
  HCV inhibitor = -5%
  Tb PYK inh = 4%
  Pf growth 96h = .
  LmPK inhibitor = 1%
  Pf growth 48h = -6%
Nc1nc(COc2ccc(Cl)cc2)cs1
  Sm TGR block = 4%
  HCV inhibitor = -19%
  Tb PYK inh = -1%
  Pf growth 96h = 129%[activator]
  LmPK inhibitor = -6%
  Pf growth 48h = 132%[activator]
COc1cc(-c2ccccc2)nc(N)n1
  Sm TGR block = -2%
  HCV inhibitor = 3%
  Tb PYK inh = 3%
  Pf growth 96h = 3.3µM*
  LmPK inhibitor = -9%
  Pf growth 48h = .

(cont.)
SMILES	Sm TGR block	HCV inhibitor	Tb PYK inh	Pf growth 96h	LmPK inhibitor	Pf growth 48h
O=C(Nc1cccc(NC(=O)c2ccc3c(c2)OCO3)c1)c1ccccc1	0%	?	-1%	67%[activator]	-3%	29%
CCOc1ccc(CCNC(=O)COC(=O)/C=C/c2ccco2)cc1OCC	-2%	-2%	2%	7.4µM*	-10%	8.3µM*
CC(=O)N(Cc1ccc2c(c1)OCO2)C1CC(=O)N(CCc2ccccc2)C1=O (stereo not given)	22µM*	8%	-5%	?	5%	12%
C(=C/c1nccc2c1[nH]c1ccccc12)/c1ccc2c(c1)OCO2	0%	5%	-5%	-4%	-9%	2.9µM*
CN(C)S(=O)(=O)c1cccc(NC(=O)COC(=O)c2cc3ccccc3oc2=O)c1	9%	15%	6%	32%[activator]	-5%	-7%
CCc1sc(C(=O)NCCCn2ccnc2)cc1Br	2%	-3%	-1%	?	-1%	-79%
CCOC(=O)c1c(NC(=S)Nc2cccc(C)c2)sc2c1CC(C)(C)SC2	?	?	0%	?	4%	?
CCc1cccc(C)c1NC(=O)COC(=O)CNC(=O)c1cccs1	-1%	10%	3%	35%[activator]	.	3%
CN1CCN(S(=O)(=O)c2ccc(NC(=O)c3ccc(F)cc3)cc2)CC1	-2%	-3%	-8%	-21%	-8%	-28%
CC(NC(=O)/C=C/c1ccccc1[N+](=O)[O-])C1CC2CCC1C2 (stereo not given)	2%	-6%	-4%	?	-4%	?
Cc1cnc(C(=O)Nc2cccc3cccnc23)cn1	6%	?	-6%	4%	-5%	0.37µM*
C=CCOc1ccc(/C(O)=C2\C(=O)C(=O)N(CCCOC)C2c2ccc(O)c(OC)c2)cc1 (stereo not given)	-4%	23%	2%	29%	-5%	1%
COc1ccc(S(=O)(=O)Nc2nc3ccccc3nc2Nc2cccc(C(=O)O)c2)cc1	-2%	18%	-18%	-17%	1%	6%
